High-throughput results (PubChem)
GBA enhancer: GBA activity enhancers in patient fibroblasts, primary screen, cell-based | L444P Gaucher fibroblasts, 4-MU-glucoside fluorescence, 3 days | actives 0.44% (n = 30,000) | Lysosomal acid glucosylceramidase (Homo sapiens), P04062 | activation, % at 10 µM; in the data active = activation above about 65%;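 note: 0% = vehicle wells and 100% = positive control wells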
Target sequence (P04062 whole entry L483P): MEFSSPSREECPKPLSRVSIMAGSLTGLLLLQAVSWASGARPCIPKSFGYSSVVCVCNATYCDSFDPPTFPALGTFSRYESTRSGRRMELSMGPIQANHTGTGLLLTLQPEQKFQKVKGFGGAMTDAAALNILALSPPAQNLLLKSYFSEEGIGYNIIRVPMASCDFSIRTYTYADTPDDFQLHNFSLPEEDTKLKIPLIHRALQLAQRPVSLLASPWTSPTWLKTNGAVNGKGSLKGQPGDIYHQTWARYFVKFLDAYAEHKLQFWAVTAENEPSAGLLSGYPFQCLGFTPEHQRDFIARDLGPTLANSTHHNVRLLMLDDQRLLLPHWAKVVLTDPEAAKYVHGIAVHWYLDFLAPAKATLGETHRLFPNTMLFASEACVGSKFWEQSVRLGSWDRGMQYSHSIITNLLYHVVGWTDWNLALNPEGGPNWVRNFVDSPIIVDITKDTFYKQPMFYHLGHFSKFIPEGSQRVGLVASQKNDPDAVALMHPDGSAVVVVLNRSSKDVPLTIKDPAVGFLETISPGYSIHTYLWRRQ
An asterisk follows results filed as active.

SMILES	GBA enhancer
O=C(NCCN1CCN(Cc2ccccc2)CC1)C1CC(=O)N(C2CCCC2)C1 (stereo not given)	3.0
CCOc1ccc(S(=O)(=O)N(CC(=O)O)c2ccccc2)cc1	6.2
COc1cc(-c2nc(-c3ccc(NC(=O)c4ccc5c(c4)OCO5)cc3)no2)cc(OC)c1OC	-77.8
Cc1cccc(NC(=O)CSc2nnc(-c3ccncc3)n2C)c1	-10.2
N#Cc1c(NC(=O)c2ccc(Br)o2)n(-c2ccccc2)c2nc3ccccc3nc12	9.9
O=C(NC(Cc1ccccc1)C(=O)N1CCN(c2ccccn2)CC1)c1ccco1 (stereo not given)	10.0
CC(C)NS(=O)(=O)c1ccc(OCC(=O)Nc2ccc3c(c2)OCO3)c(Cl)c1	-111.6
Cc1cc(C)n2c(SCC(=O)Nc3cc(C)on3)nnc2n1	0.5
COc1cccc(N2CCN(C(=O)c3ccc(N4C(=O)NC5CC4(C)Oc4ccccc45)cc3)CC2)c1 (stereo not given)	1.8
O=S(=O)(NCCc1cn2ccccc2n1)c1cccs1	-0.8
COC(=O)C1=C(CSc2nncn2C)NC(=O)NC1c1cc(C)ccc1C (stereo not given)	-0.7
CC(O)CNc1nc2c(c(=O)n(C)c(=O)n2C)n1C/C=C/c1ccccc1 (stereo not given)	17.0
CCOC(=O)NCc1ccc(S(=O)(=O)Nc2ccccc2C)cc1	-6.0
COc1ccc(OC)c(NC(=O)c2c(NC(=O)CNCc3ccco3)sc3c2CCC3)c1	-18.6
COc1ccc(OC)c(NC(=O)CN2CCN(C(=O)c3ccco3)CC2)c1	-1.2
O=S1(=O)CC(O)C(NCc2ccco2)C1 (stereo not given)	-13.8
COc1ccc(-c2nc(N)ncc2-c2csc(C)n2)c(O)c1	-18.5
CN(C)c1nc(N)nc(-c2nc3ccccc3s2)n1	-17.1
O=C(C1CCN(c2nnnn2-c2ccccc2)CC1)N1CCN(c2ccccc2)CC1	-17.2
Cc1ccc2c(c1)CCCN2C(=O)c1ccoc1C	-12.3
O=C(CN(Cc1ccco1)C(=O)CNS(=O)(=O)c1ccccc1)NC1CCCCC1	10.9
COc1cccc2cc(C(C)N(CCCN3CCOCC3)C(=O)Nc3ccc(Cl)cc3)oc12 (stereo not given)	15.3
CC(=O)NCC(=O)OCC(=O)c1ccc(C)cc1	-14.1
c1ccc(-n2nnnc2-n2ccnc2)cc1	-10.3
O=C(CSc1ncn(-c2ccccc2)n1)Nc1nc2ccccc2s1	4.0
SMILES	GBA enhancer
Cc1cc2cc(CCNC(=O)c3ccc(Br)o3)c(=O)[nH]c2cc1C	-32.7
CCC(C(=O)NC1CCCC1)N(Cc1ccco1)C(=O)Cn1nnc(-c2ccc(C)cc2)n1 (stereo not given)	-1.5
Cc1ccccc1Cn1cc(NC(=O)c2cc(-c3cccs3)on2)cn1	-27.6
CCCc1oc2c(c(=O)c1CC)C(=O)CC(C)(C)C2	-13.1
COc1ccc2nc(NC(=O)C3CCCN3S(=O)(=O)c3ccc(C)cc3)sc2c1 (stereo not given)	7.1
O=C(O)c1cccc(N2C(=O)c3cccnc3C2=O)c1	-4.1
O=S(=O)(c1ccc(S(=O)(=O)N(Cc2cccs2)CC2CCCO2)cc1)N1CCCCC1 (stereo not given)	-41.9
COc1ccc(C(C(=O)NC2CCCCC2)N2CCC3(CC2)OCCO3)cc1 (stereo not given)	0.3
Cc1cc(C)nc(Nc2nc3ccccc3[nH]2)n1	1.5
CCOc1ccc(-c2nnn(CC(=O)N3CCN(c4ccc(OC)cc4)CC3)n2)cc1OCC	-8.1
CN(C)CCNC(=O)c1cc2cc(Br)ccc2oc1=O	-4.4
CCCn1c(=O)c2ccccc2n2c(SCCOc3ccccc3F)nnc12	10.2
COc1ccccc1Nc1nc(NCCO)c2ccccc2n1	-9.7
Cc1cccc(C)c1NC(=O)CCCSc1nnc(-c2ccco2)o1	-22.7
O=C(Cc1cccs1)N1CCN(c2nc(-c3ccc(Cl)cc3)cs2)CC1	-17.4
Cc1cc(C)n(CCCNC(=O)c2ccc3c(c2)NC(=O)CS3)n1	20.7
COC(=O)C1CCN(c2cc(=O)n(-c3ccccc3Cl)c(=O)[nH]2)CC1	-4.9
CC(=O)N1CCCc2cc(S(=O)(=O)N(CC(C)C)CC(C)C)ccc21	-7.1
Cc1cccc(-c2c3c(=O)n(C)c(=O)n(C)c3c3c(C)cc(C)nn23)c1	-28.1
c1ccc(-n2cnc3cc(NCc4ccncc4)ccc32)cc1	-6.2
CSc1nnnn1-c1cccc(O)c1	-4.0
Cc1ccccc1CS(=O)(=O)Cc1ccc(C(=O)NCCCN2CCCC2=O)o1	13.4
CCOC(=O)N1CCN(C(=O)c2ccc(C#CC3(O)CCCCC3)cc2)CC1	-5.7
COc1cc(NC(=O)c2cccs2)c(OC)cc1NC(=O)c1ccco1	-16.0
O=P(OC1CCS(=O)(=O)C1)(c1ccccc1)c1ccccc1 (stereo not given)	-10.9
SMILES	GBA enhancer
O=C(CCN1C(=O)COc2ccccc21)NCCCN1CCN(c2ccccc2F)CC1	39.5
Cc1ccc2cccc(Oc3nnnn3-c3ccccc3)c2n1	-15.3
CCOC(=O)c1c(C)oc2c1c(C=NCc1ccccn1)c(O)c1ccccc12	-3.3
CCCC(=O)Nc1cc(C)c(NC(=O)Cc2ccccc2)cn1	-8.0
CC(=O)NC(CCS(C)(=O)=O)C(=O)Nc1cccc(C(C)=O)c1 (stereo not given)	-1.6
CC(C)Oc1ccccc1C1CC(=O)Nc2cc3c(cc21)OCCO3 (stereo not given)	-15.5
Cc1onc(-c2ccccc2Cl)c1C(=O)NCC1CCCO1 (stereo not given)	0.4
CCOc1cc(-c2cc(-c3ccc(N)cc3)nc(N)c2C#N)ccc1O	-0.7
Oc1c(CN2CCOCC2)cc(COCc2ccccc2)c2cccnc12	-27.6
O=C(NCc1cn2ccccc2n1)c1ccccc1	1.2
Cc1cc(C)n(-c2ccc(C(=O)Nc3ccc(S(=O)(=O)NCc4ccco4)cc3)cc2)n1	8.4
O=C(CN1C(=O)C2CCCN2c2ncc(Cl)cc21)NCc1ccc2c(c1)OCO2 (stereo not given)	-2.8
O=C(CC1COc2ccccc2O1)Nc1ccccn1 (stereo not given)	-3.9
Cc1nnc(NC(=O)Cc2ccc(OCc3c(C)noc3C)cc2)s1	-2.0
CCCOc1ccc(N)cc1N	-23.7
CCOC(=O)CNC(=O)CSc1nc(NCc2ccccc2)nc(N(C)C)n1	-17.2
CCOC(=O)CCn1nc(-c2ccc(Cl)cc2)cc1N	2.1
Cc1cccc(C(=O)NC2CC(C)(C)NC(C)(C)C2)c1	-26.1
CC(=O)Nc1ccc(OC(=O)c2cccnc2)cc1	-8.7
CCOC(=O)N1CCC(NC(=O)c2cccn3c(=O)c4cc(Br)ccc4nc23)CC1	-12.6
O=C(Nc1sccc1C(=O)NCc1ccco1)c1cccnc1	-31.3
Cc1cc(C)n(-c2ccc(C(=O)Nc3ccccn3)cc2)n1	29.5
Cc1nn(C)c(C)c1S(=O)(=O)N1CCC(C(=O)NC2CCCCC2)CC1	11.7
CC(=O)N(C)c1ccc(NC(=O)c2ccco2)cc1	-2.4
CS(=O)(=O)NCCC1=CCCCC1	-1.7
SMILES	GBA enhancer
CCOc1ccc(C2C=C(c3ccccc3)Nc3nnnn32)cc1 (stereo not given)	-23.4
O=C(NC1CCCC1)C1CC(c2ccc(F)cc2)=NO1 (stereo not given)	-2.1
O=C1C(C=Nc2ccccc2O)=C(O)c2ccccc21	4.7
CSCCC(NC(=O)c1ccco1)C(=O)OC(C)C(=O)NC(=O)NC1CCCCC1 (stereo not given)	-25.0
COc1cccc(C2NC(=O)NC(C)=C2C(=O)OCCSC)c1OC (stereo not given)	-4.9
CC1CC(C)CN(CCCNC(=O)C2CCC(=O)N2C2CCCC2)C1 (stereo not given)	-14.4
COCCNC(=O)CN1CCC(n2c(C)nc3cc(C(F)(F)F)ccc32)CC1	4.7
O=C(Nc1ccccc1NC(=O)c1c(F)c(F)c(F)c(F)c1F)c1c(F)c(F)c(F)c(F)c1F	-28.7
Cc1ccc2c(c1)c(C)c(C)n2CC(O)Cn1nnc2ccccc21 (stereo not given)	-24.5
Cc1cc(S(=O)(=O)NCC(C)C)ccc1OCC(=O)NCc1ccccn1	-8.8
COc1ccc(NC(=O)CN2CCN(CC(=O)Nc3ccccc3Cl)CC2)cc1Cl	24.4
c1ccc(-c2cnc(CSc3ncnc4sccc34)o2)cc1	-4.7
Cc1cc2nc(SCC(=O)Nc3nonc3C)c3c(c2cc1C)CCCC3	-9.3
O=C(c1cc2n(n1)C(C(F)(F)F)CC(c1ccc(Cl)cc1)N2)N1CCCC1 (stereo not given)	-12.0
O=C(NCCC1=CCCCC1)C1CCN(S(=O)(=O)c2cccc3nsnc23)CC1	-5.3
COc1ccc(C(CNC(=O)CN2C(=O)NC3(CC(C)CC(C)(C)C3)C2=O)N2CCOCC2)cc1 (stereo not given)	7.2
COc1ccc2c(c1)-c1nc(NC(=O)c3cccs3)sc1CC2	7.4
O=C(Nc1ccc(-c2nc3ccccc3o2)cc1)c1ccc2c(c1)OCO2	-6.4
CCCCOP(=O)(c1ccc(N(C)C)cc1)C(O)c1ccccc1F (stereo not given)	-14.9
Cc1cc(C)nc(SCc2nnc(SCc3ccccc3Cl)o2)n1	-22.5
CC(=O)N1CCN(c2ccc(NC(=O)c3ccc4c(c3)OCO4)cc2)CC1	2.1
CC(=O)O[C@H]1C[C@@H]2CC[C@@H]3[C@H](CC[C@@]4(C)[C@H]3C[C@H]([N+]3(C)CCCCC3)[C@@H]4OC(C)=O)[C@@]2(C)C[C@@H]1[N+]1(C)CCCCC1	-19.5
O=C(c1ccc2c(c1)OCCO2)N(c1ccccn1)C1CCCCC1	-2.5
CCOc1cc(C)nc(Oc2ccc(=O)[nH]n2)n1	-1.6
CCOC(=O)c1ccc(NC(=O)c2cc3ccccc3o2)cc1	-1.1
SMILES	GBA enhancer
Fc1ccc(N2CCN(c3nc(-c4ccco4)cc(C(F)(F)F)n3)CC2)cc1	-31.6
O=C(CSc1nnc(-c2ccccc2Br)o1)Nc1cccc2ccccc12	6.9
N#Cc1ccc(NC(=O)c2cc3cc4c5c(c3oc2=N)CCCN5CCC4)cc1	8.8
Cc1cc(C)n(-c2nncc(-c3ccccc3)n2)n1	-0.8
CCN(CC)CCn1cnc2c([nH]c3cccc(OC)c32)c1=O	6.6
Cc1ccc(NS(=O)(=O)c2ccc(CCC(=O)N3CCOCC3)cc2)cc1	-24.4
O=C(CN1CCCN(S(=O)(=O)c2ccc(F)cc2)CC1)Nc1ccccc1Br	-54.8
O=C1CCCN1CC(CN1CCOCC1)Sc1nc2ccccc2c(=O)n1-c1ccccc1 (stereo not given)	-42.7
CC(C)=C1C2CC2C2C(C(=O)O)C12 (stereo not given)	-13.9
O=C(Nc1cccnc1)c1cnn2cccnc12	-41.3
Cc1ccc(S(=O)(=O)N2CCC(C(=O)NCCN3CCCCCC3)CC2)cc1	-18.3
COc1cc(NC(=O)CSCc2cnn(-c3ccccc3)c2-n2cccc2)cc(OC)c1	-4.3
CCOC(=O)N1CCC(NC(=O)C2CCN(S(=O)(=O)N3CCC(C)CC3)CC2)CC1	-21.9
COc1ccc(CCNC(=O)c2c[nH]c3ccccc3c2=O)cc1OC	-12.5
CCn1cc(S(=O)(=O)CC(=O)N2CCc3ccccc32)c2ccccc21	-20.9
COC(=O)c1nnc(-c2ccccc2)c(-c2ccccc2)n1	-57.6
CC1(C)CC(C(=O)Nc2nccs2)CCO1 (stereo not given)	7.9
O=C(CSc1n[nH]c(-c2cccs2)n1)N1CCN(S(=O)(=O)c2ccccc2)CC1	-7.3
CCOCCCNC(=O)C1CCN(S(=O)(=O)N2CC(C)CC(C)C2)CC1 (stereo not given)	3.8
COC(=O)c1[nH]c(=O)c2ccccc2c1OCc1ccccc1	-11.4
CCOC(=O)C1CCCCN1Cc1ccccc1C(F)(F)F (stereo not given)	13.8
O=C(COc1cc(Cl)c(Cl)cc1Cl)NCCN1CCOCC1	11.5
COC(=O)CCC(=O)c1oc2ccc(Br)cc2c1N	-27.6
Cc1cc(C(=O)CC#N)c(C)n1-c1ccc(OC(F)F)cc1	21.8
COc1ccccc1-c1nc(C#N)c(N2CCN(c3ccccc3)CC2)o1	1.6
SMILES	GBA enhancer
O=S(=O)(Nc1ccc2c(c1)OCO2)c1cccs1	9.0
CCc1cc2c(NCCC(=O)O)nc(C)nc2s1	-46.0
CCc1c(C)sc(NC(=O)c2ccco2)c1C(=O)N1CCCCC1	3.7
CN(C)S(=O)(=O)c1ccc(C(=O)Oc2ccccc2)cc1	-4.9
O=C(c1ccccc1)c1ccc(CN2C(=O)c3ccccc3C2=O)o1	-7.9
CCCn1c(NCc2ccc(C)o2)nc2ccccc21	-21.2

By substructure, the compounds so far with an aryl thioether with sulfur outside any ring (14)
SMILES	GBA enhancer
Cc1cccc(NC(=O)CSc2nnc(-c3ccncc3)n2C)c1	-10.2
Cc1cc(C)n2c(SCC(=O)Nc3cc(C)on3)nnc2n1	0.5
COC(=O)C1=C(CSc2nncn2C)NC(=O)NC1c1cc(C)ccc1C (stereo not given)	-0.7
O=C(CSc1ncn(-c2ccccc2)n1)Nc1nc2ccccc2s1	4.0
CCCn1c(=O)c2ccccc2n2c(SCCOc3ccccc3F)nnc12	10.2
Cc1cccc(C)c1NC(=O)CCCSc1nnc(-c2ccco2)o1	-22.7
CSc1nnnn1-c1cccc(O)c1	-4.0
CCOC(=O)CNC(=O)CSc1nc(NCc2ccccc2)nc(N(C)C)n1	-17.2
c1ccc(-c2cnc(CSc3ncnc4sccc34)o2)cc1	-4.7
Cc1cc2nc(SCC(=O)Nc3nonc3C)c3c(c2cc1C)CCCC3	-9.3
Cc1cc(C)nc(SCc2nnc(SCc3ccccc3Cl)o2)n1	-22.5
O=C(CSc1nnc(-c2ccccc2Br)o1)Nc1cccc2ccccc12	6.9
O=C1CCCN1CC(CN1CCOCC1)Sc1nc2ccccc2c(=O)n1-c1ccccc1 (stereo not given)	-42.7
O=C(CSc1n[nH]c(-c2cccs2)n1)N1CCN(S(=O)(=O)c2ccccc2)CC1	-7.3

Some of the compounds tested, so the mix of outcomes need not match the whole.
